Compound activity from PubChem.
HIF activator: HIF pathway transcriptional activation; U2OS HRE-luciferase reporter, luminescence; normalized: DMSO 0%, desferrioxamine 100%; activation, % at 7.5 µM (by protocol); 300,000 compounds, 0.32% hits;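 active means mean activation of at least 10% of the iron chelator positive control signal, with at least half of replicates also reaching 10%; inconclusive means mean and replicate majority disagree about reaching 10%; inactive means mean and most replicates under 10%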
HSF1 inh: HSF1 inhibition. 300,000 compounds, 0.77% hits. AID 2098. activity change, negative = inhibition, % at 7.5 µM (by protocol). NIH3T3-HGL HSE-luciferase, MG132-induced, luminescence 8 h; hits give low values;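 active means more than half of replicate wells show activity change below -50%, luminescence cut by over half; inconclusive means some wells, but at most half, below -50%; inactive means no replicate well below -50%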;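 further: luciferase reports HSF-1 transcriptional activity via heat shock element; 0% = median of DMSO wells and -100% = zero luminescence signal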
HSP90 refold inh: blocks HSP90-mediated luciferase refolding in reticulocyte lysate. AID 1789. inhibition, % at 5.6 µM. Rabbit reticulocyte lysate, luciferase refolding luminescence, 3 h. 290,000 compounds, 0.91% hits;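 active means inhibition above the screen-wide mean plus 3 SD, computed separately per campaign, cut at about 16% in these data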;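 further: 0% = DMSO wells and 100% = 60 µM geldanamycin wells; inhibitors lower the luminescence because luciferase stays unfolded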
SKKanGAS inh: blocks kanamycin growth of S. pyogenes SKKanGAS strain; BacTiter-Glo, 6 h; inhibition, % at 7.5 µM; 300,000 compounds, 1.3% hits; AID 1662;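 active means mean replicate score, as percent of positive control median, at least 50; inconclusive means mean below 50 but one replicate at or above 50; inactive means mean and every replicate below 50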;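 further: strain carries kanamycin resistance gene driven by streptokinase promoter and grows in 40 µg/ml kanamycin; loss of luminescence reflects streptokinase promoter inhibition or plain growth inhibition; 0% = median of DMSO wells and 100% = positive control at its reference dose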
aSyn UTR inh: MLPCN primary screen, SNCA 5' untranslated region; alpha-synuclein 5'UTR reporter, inhibitor activity; inhibition, % (tested at 7.5 µM); 300,000 compounds, 0.82% hits; AID 1813; in the data active means inhibition above about 60%; inconclusive means no clear call, values can overlap the other calls;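 further: H4 neuroglioblastoma cells stably carrying SNCA 5'UTR luciferase fusion; 0% = DMSO wells and 100% = positive control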
KLF5 inh: suppresses KLF5 promoter-driven expression. DLD-1 KLF5 promoter-luciferase reporter, luminescence. inhibition, % at 5 µM. 290,000 compounds, 0.23% hits. AID 1700;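 active means inhibition above a per-plate limit of that plate's mean compound inhibition plus 3 SD, cut at about 60% in these data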;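 further: 0% = DMSO wells and 100% = LY294002 at 200 µM; higher means less KLF5 promoter-driven luciferase light; inactives centre near -14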
IEC-6 cytotox: counter-screen for KLF5 inhibitors: cytotoxicity in IEC-6 cells; IEC-6 cytotoxicity, luminescence viability; inhibition, % at 5 µM; 290,000 compounds, 0.78% hits; in the data active means inhibition above about 22%;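 further: 0% = plate median of test compound wells and 100% = cytotoxic reference compound wells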
Platelet DG rel: platelet dense granule release activity. human platelet-rich plasma, SFLLRN dense granule ATP release, luminescence. inhibition, %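 (compounds screened at 7.5 µM in platelet-rich plasma)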. 300,000 compounds, 0.22% hits. AID 1663;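 active means mean replicate score, as percent of positive control, at or above 50; inconclusive means mean below 50 but at least one replicate at or above 50; inactive means mean and every replicate below 50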
AI-2 QS mod: modulates the Vibrio harveyi AI-2 quorum sensing system. Vibrio harveyi JMH597 AI-2 luminescence/OD600 ratio, 9 h; hits give low values; strain lacks LuxN and CqsS sensors; 0 = neutral-control median. activity change, % at 7.5 µM. 300,000 compounds, 0.4% hits. AID 2094; in the data active means activity change below about -75%, passing the limit was not always enough; inconclusive means no clear call, values can overlap the other calls;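 further: luminescence divided by OD600 gain over 9 h not by final OD600 alone; inactives centre near 13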
HSF1 activator: increases HSF-1 driven luciferase reporter signal. NIH3T3-HGL HSF-1 luciferase reporter, MG132, 8 h; 100% = twice DMSO control signal. activation, % at 9 µM. 300,000 compounds, 1.7% hits;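 active means mean replicate activation of at least 50% with a set share of replicates each reaching 50%; inconclusive means only one of those two conditions met; inactive means mean below 50% and too few replicates reaching it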;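 further: 0% = median of the neutral control wells and 100% = twice that signal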
Active calls of the source: *; ? = inconclusive; / = no result given.

SMILES	HIF activator	HSF1 inh	HSP90 refold inh	SKKanGAS inh	aSyn UTR inh	KLF5 inh	IEC-6 cytotox	Platelet DG rel	AI-2 QS mod	HSF1 activator
COc1ccccc1CNC(=O)c1ccc(CS(=O)(=O)c2ccccc2C)o1	0.4	3	2	0	-24	-30	-4	-3	9	-21
Cc1nn(Cc2ccc(Cl)cc2)c(C)c1NC(=O)CCCn1nc(C)c([N+](=O)[O-])c1C	-1.4	17	-3	-10	26	-26	0	-6	25	41
CCc1cccc(C)c1NC(=S)NCC(c1cccnc1)N(C)C (centres undefined)	-0.1	-7	-3	-10	-9	28	-6	-7	-5	6
Cc1ccc(S(=O)(=O)c2c(C)cc(C)[nH]c2=O)cc1	-18	7	0	2	-1	-16	-1	1	21	-1
COc1ccc(CCNC(=O)C/C(C)=N/NC(=O)c2ccc(Cl)cc2Cl)cc1OC	0.3	1	1	-4	-12	-24	3	-7	45	-18
Cc1ccc(OCC(=O)NNC(=O)c2ccc3c(=O)n4c(nc3c2)CCC4)cc1	-0.8	-2	/	12	1	/	/	-2	19	8
COc1ccc(OC)c2sc(NNC(=O)C3COc4ccccc4O3)nc12 (centres undefined)	-0.5	-2	0	/	-5	-13	7	-5	3	-26
CN(CC(=O)Nc1c(Cl)cccc1Cl)C(=O)c1ccccc1Cc1ccccc1	-0.1	-8	/	-2	6	/	/	-2	14	-17
COCCn1c(C)cc(C(=O)COC(=O)c2ccc(NC(=O)CC#N)cc2)c1C	1.1	?	19*	15	-35	-96	-4	0	31	-55
CCN(CC)S(=O)(=O)c1ccc(N2CCOCC2)c(NC(=O)C23CC4CC(CC(Cl)(C4)C2)C3)c1	-1.4	8	1	8	23	-22	-2	2	9	15
CN(CCNS(=O)(=O)c1ccc2c(c1)oc(=O)n2C)Cc1ccccc1	-0.2	-6	2	-5	-7	-11	1	-1	21	-13
CC1=C(C#N)C(c2ccc(O)cc2)C(C#N)=C(C)N1	-0.4	-7	-2	-1	-25	23	0	3	27	3
COc1ccc(CCNC(=O)C2CCCN(S(=O)(=O)c3ccc(OC)cc3)C2)cc1 (centres undefined)	-0.3	0	-4	-4	-8	-13	-4	-9	26	-10
CCc1ccc(/C=C2\SC(=S)N(CCC(=O)NC3=NCCS3)C2=O)cc1	-1.0	-2	-1	1	89*	25	0	0	30	-11
CC1CCc2nn(CC(=O)NCCCN3CCCCC3)cc2C1 (centres undefined)	-0.3	0	/	4	22	/	/	2	24	-2
Cc1ccc(N(CC(=O)N2CCn3c2nc2ccccc23)S(=O)(=O)c2c(C)n[nH]c2C)cc1	0.1	3	-1	-15	-2	-8	2	14	14	14
NC(N)=NN=C1CCCCCCCCCCC1	-1.4	-5	-3	5	26	13	-6	2	26	-2
Cc1oc(-c2ccccc2)nc1C(=O)N1CCN(c2ccc(F)cc2)CC1	0.1	6	-3	-1	18	-12	-1	-2	2	-5
Cc1cc(-c2ccc(C(C)C)c(S(=O)(=O)N3CC(=O)Nc4ccccc43)c2)on1	-0.6	-2	-1	11	-7	1	1	4	8	-2
Cc1ccc(C)c(NC(=O)C2CC3c4ccccc4C2c2ccccc23)c1 (centres undefined)	/	/	-5	27	/	-18	-2	/	-3	/
CCNCC(=O)N1c2ccccc2CCc2ccc(NC(=O)OC(C)C)cc21	-1.7	2	4	22	2	12	8	9	-6	23
COC(=O)c1ccc(NC(=O)c2ccc(N(C)S(C)(=O)=O)cc2)cc1	0.1	-3	-2	-1	4	-17	6	15	12	1
O=C(NCc1cccnc1)/C(=C/c1ccco1)NC(=O)c1ccccc1	0.3	3	-3	-6	-4	9	-5	2	6	8
COc1cccc(C(=O)NCc2ccccc2OC)c1	/	-3	-2	0	-23	-17	-1	-1	3	-9
CC(=O)c1ccc(N2CCN(C(=O)Cc3n[nH]c(=O)c4ccccc34)CC2)cc1	0.0	1	-2	2	15	-6	-5	-2	19	16
COC(=O)c1ccc(C(=O)OC)c(NC(=O)CN(c2ccc3c(c2)OCO3)S(C)(=O)=O)c1	0.0	6	1	6	29	-21	4	0	21	2
COc1ccc(-c2cc(Nc3ccccc3NC(=O)C(F)(F)F)n(CCC#N)n2)cc1	0.0	3	4	-1	0	-19	-3	-4	5	-9
CCCCCc1cc(=O)oc2c(C(CCN3CCCC(C)C3)c3ccc(OC)cc3)c(OC)cc(OC)c12 (centres undefined)	-0.7	-5	/	-2	21	/	/	3	16	-17
OC(COc1ccc2c(c1)CCC2)CN1CCN(c2ccccc2F)CC1 (centres undefined)	-0.2	-2	1	-1	20	-21	-1	5	12	-2
Cc1cc(C(=O)OCC(=O)N2CCc3ccccc32)c(C)o1	2.3	37	1	0	-163	1	-3	-18	11	?
COC(=O)COc1ccc(S(=O)(=O)NCc2cccnc2)cc1	/	-2	0	-7	0	-61	1	-9	20	3
Cc1ccc(SCCNC(=O)c2ccc(C)c([N+](=O)[O-])c2)cc1	-0.3	0	-1	-8	12	-16	-1	23	5	-5
NC(Cc1cccc2nsnc12)C(=O)O (centres undefined)	-0.1	-2	1	0	-15	-20	4	1	26	-7
CC1(c2ccc(OC(F)F)cc2)NC(=O)N(CC(=O)Nc2ccc3c(c2)OCO3)C1=O (centres undefined)	0.2	-9	-2	-14	27	-1	-1	4	-94*	-3
C/C(=N\Nc1cc(Cl)nc(C)n1)c1ccc(Cl)c(Cl)c1	/	0	0	-7	2	18	-13	-2	-3	-6
Cc1ccc(Cl)cc1NC(=S)N(Cc1cccs1)C1CCCC1	-0.6	-4	4	7	0	6	0	-2	19	1
CCC1CCCCN1CCCNC(=O)CN1C(=O)COc2ccc(S(=O)(=O)N3CCC(C)CC3)cc21 (centres undefined)	-0.8	2	-6	-2	8	-11	-9	-22	6	-1
COc1ccccc1NC(=S)NCc1ccc2c(c1)OCO2	-1.5	1	-5	-1	-6	-22	3	-2	16	12
N#Cc1ccc(C(=O)N2CCN(S(=O)(=O)c3ccc(Br)s3)CC2)cc1	-0.5	-8	-1	5	-22	-23	2	9	29	5
Cc1occc1C(=O)NNC(=S)NCc1ccccc1	-0.5	-11	4	-1	41	-9	3	-5	-7	-4
O=C(O)CCSCC(=O)c1ccc2c(c1)OCCO2	-0.5	-16	10	-3	45	-2	0	17	17	2
CCC(C)c1ccccc1N1CC(C(=O)Nc2ccc(C)c(S(=O)(=O)N3CCOCC3)c2)CC1=O (centres undefined)	0.4	-7	/	3	-9	/	/	/	14	-20
CCCCCCCOc1ccc(-c2ccc(C#N)cn2)cc1	-0.3	-9	0	2	25	-5	-4	2	15	-5
COc1cc(NC(=O)CSc2nncn2C)cc(OC)c1OC	-0.8	-2	2	5	13	-11	5	-3	23	2
COc1cc(C2NC(=O)NC(c3ccccc3)=C2C(C)=O)cc(Cl)c1OCC(=O)O (centres undefined)	0.1	-7	-1	-2	-35	15	-4	-3	18	-6
O=c1c2ccccc2nc2c3ccccc3c(NCCO)nn12	0.1	-4	-4	9	0	7	-8	4	12	13
Cc1ccc(C(=O)NCCNC(=O)c2ccc(C)nc2)cc1	0.0	9	2	3	13	-10	-1	9	24	2
COc1ccc(C(O)c2nccn2Cc2ccccc2)cc1OC (centres undefined)	-0.2	-9	-2	0	10	-20	-12	10	5	-21
CC(C)CCNC1=NCCCCC1	0.3	-3	0	0	4	-4	3	-8	-1	-1
Cc1ccc(-n2c(SCC(N)=O)nc(O)cc2=O)cc1	0.3	8	-1	-11	2	-6	-4	-19	35	28
Cc1ccc(Nc2c(-c3ccccc3)nc3cnccn23)cc1	0.1	3	-5	-4	18	-27	-1	3	11	-10
O=C(NCc1ccco1)C(=O)c1cn(CC(=O)N2CCCCCC2)c2ccccc12	/	/	0	/	/	8	0	/	21	/
NC(=O)c1ccsc1NC(=O)CN1C(=O)C2CC=CCC2C1=O (centres undefined)	-0.4	-8	0	-22	0	-27	-9	1	33	14
Cc1ccc[n+](-c2[nH]c(=O)sc2/C=N/N=C(\[O-])CCn2c3ccccc3c3ccccc32)c1	-0.2	6	1	7	-11	-16	-3	12	36	5
Cc1ccc(C(=O)N2CCN(CCNC(=O)C(=O)NC(C)C)CC2)cc1	-0.1	-45	0	-15	-2	-17	-6	2	26	-47
COc1ccc(C2=NN(C(=O)CSc3nc(=O)n4cccc(C)c4n3)C(c3ccc(C)cc3)C2)cc1 (centres undefined)	-0.3	5	/	24	-10	/	/	26	10	-2
CCS(=O)(=O)NCC(c1cccnc1)N1CCN(c2ccccc2F)CC1 (centres undefined)	-0.6	-3	2	-3	11	-10	6	-1	29	-3
Cn1ccnc1C1CCCCN1Cc1nc(Cc2ccccc2F)no1 (centres undefined)	-0.5	-8	0	-3	-29	-38	-4	-1	20	-2
COCCn1c(-c2ccc(OC)cc2)cnc1N	0.7	-4	3	15	-14	-15	0	-3	34	37
CC(=O)Nc1cccc(NC(=O)Nc2cccc3ccccc23)c1	-0.4	-1	1	0	-5	-10	-4	-6	21	15
Next part
SMILES	HIF activator	HSF1 inh	HSP90 refold inh	SKKanGAS inh	aSyn UTR inh	KLF5 inh	IEC-6 cytotox	Platelet DG rel	AI-2 QS mod	HSF1 activator
CCOc1ccccc1NC(=O)N1CCN(S(C)(=O)=O)CC1	0.0	-4	1	3	-12	8	-2	-2	12	2
CCOc1ccc(OCC)c(NC(=O)C2CCN(c3ncccn3)CC2)c1	0.2	0	-2	4	13	-4	-3	8	10	2
O=C(COCc1ccccc1)N[C@@H](Cc1ccc(O)cc1)C(=O)O	-0.6	-2	4	-4	-10	-24	-11	-4	0	-6
Cc1cccc(C)c1NC(=O)C/C(N)=N/O	0.7	-7	5	1	18	-10	6	2	9	8
N#CC1=C(SCC(=O)c2ccccc2)NC2=C(C(=O)CCC2)C1c1ccco1 (centres undefined)	8.0	14	4	14	-305	-76	12	1	50	34
CC1Nc2ncnc(N3CCN(c4ccccc4)CC3)c2N(Cc2ccc(Cl)cc2)C1=O (centres undefined)	1.5	2	/	14	10	/	/	3	2	16
CC(C)COC(=O)N1CCCC1C(=O)O (centres undefined)	/	3	-2	2	10	2	-1	-5	20	4
Cc1ccc(S(=O)(=O)c2nc(-c3ccccc3)oc2SCC(=O)NCC2CCCO2)cc1 (centres undefined)	0.1	9	-3	-4	7	-12	-5	-15	14	18
COc1cc(OC)cc(C(=O)NNC(=O)CN2C(=O)NC(C)(c3ccc(C)cc3)C2=O)c1 (centres undefined)	-0.2	-1	/	-7	19	/	/	-6	26	-12
CCN(CC)c1ccc(NC(=O)CNCc2ccccc2Cl)c(C)c1	0.3	4	3	0	-15	-1	4	1	-3	18
Cc1ccc(CSCCNC(=O)/C=C/c2ccc(Cl)cc2)cc1	-0.1	-7	2	1	0	-15	-1	7	13	-7
O=C(Cc1cccs1)Nc1ccccc1-c1nc2ccccc2[nH]1	2.9	-3	2	1	-34	-24	15	5	3	-2
COC(=O)CCSCc1cn2cc(Cl)ccc2n1	-0.2	/	10	-1	-10	-17	0	-2	17	/
COc1cccc(NC(=O)NCc2ccccn2)c1	0.4	4	1	14	-7	-27	2	13	19	6
